# hcGAS inh = inhibitors of human cGAS; Q8N884; inhibition, % at 12.5 µM; hit rate 0.081% among 290,000; recombinant h-cGAS, ATP depletion, Kinase-Glo luminescence;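 further: 0% = vehicle reaction and 100% = reaction without DNA for no activity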
# Target sequence (Q8N884 whole entry, looked up): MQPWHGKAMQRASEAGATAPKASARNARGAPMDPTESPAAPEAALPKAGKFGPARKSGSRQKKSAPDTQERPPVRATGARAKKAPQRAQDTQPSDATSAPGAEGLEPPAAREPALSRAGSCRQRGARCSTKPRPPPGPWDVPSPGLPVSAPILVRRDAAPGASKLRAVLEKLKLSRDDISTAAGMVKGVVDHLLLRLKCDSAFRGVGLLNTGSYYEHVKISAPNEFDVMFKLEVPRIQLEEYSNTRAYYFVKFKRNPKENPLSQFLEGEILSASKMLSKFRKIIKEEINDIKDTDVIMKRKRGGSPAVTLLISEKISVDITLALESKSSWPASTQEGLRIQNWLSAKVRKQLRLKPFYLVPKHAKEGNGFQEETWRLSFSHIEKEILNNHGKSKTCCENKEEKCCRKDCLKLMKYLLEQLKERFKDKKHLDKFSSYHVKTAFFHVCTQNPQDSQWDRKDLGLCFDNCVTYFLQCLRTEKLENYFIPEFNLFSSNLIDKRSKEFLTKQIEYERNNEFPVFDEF
# NPYLR7 ag = mosquito NPYLR7 agonism | activation, % at 10 µM | HEK293T NPYLR7/Galpha15, GCaMP6s calcium fluorescence | hit rate 0.15% among 270,000; in the data active means activation above about 40%;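 further: 0% = vehicle and 100% = reference agonist at the receptor; some compounds past the cut are filed as inactive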
# mcGAS lum = mouse cGAS inhibition by luminescence; inhibition, % at 12.5 µM; recombinant cGAS, Kinase-Glo ATP depletion luminescence; Q8C6L5; hit rate 0.15% among 160,000;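 further: 0% = negative control wells and 100% = reference inhibitor with no enzyme activity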
# Numbers without * were called inactive; . = no result given. Unless noted, no stated cut-off is given here; in the data, active means inhibition above about 40%; inactive means the rest. Rows are unselected; 0.29% or so of the library scored in one or more.
# Fields: mcGAS lum | hcGAS inh | NPYLR7 ag
COCCNC1CCC2(CC1)CN(CCO)CCc1ccccc12 (stereo not given)
→ . | 3 | 1
C=CCc1ccc(OCCOc2ccc(F)cc2)c(OC)c1
→ . | -7 | -1
Cc1nnc(SCC(=O)Nc2c(C)n(C)n(-c3ccccc3)c2=O)s1
→ -3 | -3 | -7
CC(C)N(Cc1ccc(OS(=O)(=O)c2cccc(C(F)(F)F)c2)cc1)C(=O)C(C)(C)C
→ -4 | -1 | 1
Cc1nc(COc2ccc3c(-c4ccccc4F)noc3n2)cs1
→ -9 | -9 | 4
Cc1cccc(N2CCN(C(=O)CCN3Cc4ccccc4OC(c4ccccc4F)C3)CC2)n1 (stereo not given)
→ -12 | -7 | 19
CC(C)c1nnc(-c2cc3ccccc3n2CC(=O)NCc2ccc(F)cc2)o1
→ -8 | -10 | -1
Oc1cc(-c2cccc(Cl)c2)cc2c1OCCN(CCC1CCOC1)C2 (stereo not given)
→ -9 | -7 | 2
Cc1cc(C)n(-c2nc(N3CCOCC3)nc(N3CCOCC3)n2)n1
→ 0 | -1 | -10
C/C(=N/Nc1nc(N2CCCCC2)nc(N2CCOCC2)n1)c1cccs1
→ -1 | 1 | -6
O=C(NCc1ccc2c(c1)OCO2)c1cn(Cc2ccccc2F)c(=O)s1
→ . | -6 | 8
CC1CCCC(NC(N)=O)C1C (stereo not given)
→ . | -13 | -5
C=CCSc1nc2c(c(=O)n(C)c(=O)n2C)n1Cc1cccc(C)c1
→ . | -13 | 14
CCN(CCOc1ccccc1F)C(=O)c1ccc(N(C)C)cc1
→ -17 | -6 | 1
CCc1ccc(NC(=O)c2cncc(NS(=O)(=O)c3ccc(F)cc3)c2)cc1
→ . | 6 | -8
CC(C)NC(=O)C1(N2Cc3ccc(-c4ccnn4C)nc3C2=O)CC1
→ -7 | -11 | -3
CNC(=O)c1cnc(N2CCN(Cc3ccccc3C#N)C2=O)s1
→ . | -8 | -1
CC(C)Cc1nc(-c2cc(C(C)C)n3ncnc3n2)n(-c2ccccn2)n1
→ . | -3 | -3
CCCCCCCn1c(CN2CCCCC2CC)nc2c1c(=O)n(C)c(=O)n2C (stereo not given)
→ . | -5 | 2
OC1CCN(c2ccnc(N3CC(c4ccccn4)C3)n2)CC1
→ -17 | -6 | 0
Cc1onc(-c2c(Cl)cccc2Cl)c1C(=O)Nc1ccc(CCNC(=O)NC(C)C)cc1
→ -2 | -10 | -5
COc1cccc(NC(=O)C2(C)CCCN2C(=O)C(C)C)c1 (stereo not given)
→ -7 | -10 | 0
CN(C)c1cc(CNc2ccc(C(=O)N3CCc4ccccc43)cn2)ccn1
→ -15 | -6 | -6
CCc1csc(CNC2CCN(c3ccc(C)cc3)CC2)n1
→ . | -7 | 18
CCC(C)N(Cc1ccc(OS(C)(=O)=O)cc1)C(=O)Nc1ccccc1OC (stereo not given)
→ -6 | -3 | 16
O=C(c1cccc(F)c1)N(Cc1ccco1)Cc1ccccc1OS(=O)(=O)c1ccc(F)cc1
→ -8 | -7 | 0
Cc1nc2ncc3c(=O)n(-c4ccccc4)ccc3n2n1
→ . | -3 | -6
CCOC(=O)C1=NN(C(=O)CCc2ccccc2)C(O)(c2ccc(Cl)cc2)C1 (stereo not given)
→ -7 | -6 | -11
Cc1cc(-c2nnc(NC(=O)c3cc4ccccc4o3)o2)nn1C
→ -4 | -1 | -6
COc1ccc(-c2cnc3ncnn3c2N2CCCN(S(=O)(=O)c3c(C)c(C)c(C)c(C)c3C)CC2)cc1
→ -4 | 0 | 20
CN1CCCCC1C(=O)NCc1cccnc1N(C)C1CCCCC1 (stereo not given)
→ . | -6 | 12
CC(=O)N1CCC[C@H]1C(=O)O
→ . | -6 | 8
Cc1cc(N2CC(C)CC(C)C2)n2c(nc3ccccc32)c1C#N (stereo not given)
→ -8 | -9 | 7
Cc1ccc(C2=NN(C(=O)CN3CCN(c4ccccc4F)CC3)C(c3cccc(F)c3)C2)cc1C (stereo not given)
→ -7 | -7 | 0
COc1ccccc1CN(CCc1c[nH]c2ccccc12)C(=O)CN(C(=O)c1cc(Cl)cc(Cl)c1)C(C)C
→ -4 | -3 | 23
O=C(NCC1CCN(C2CCCC2)CC1)NC(c1ccccc1)c1ccccc1
→ . | -4 | 4
CC(C)CN1CCC1(C(=O)Nc1cccc(Oc2ccccc2)c1)c1ccccc1 (stereo not given)
→ . | -6 | 1
COc1ccc2nc3cc(Cl)ccc3c(Nc3cc(CN4CCCC4)c(O)c(CN4CCCC4)c3)c2n1
→ . | 45* | 3
Fc1cccc(-c2cc(NCCc3cccnc3)n3nccc3n2)c1
→ -4 | -4 | -8
O=C(Nc1ccc(N2CCC(Cc3ccccc3)CC2)c(C(=O)NCc2ccc(F)cc2)c1)c1cccc([N+](=O)[O-])c1
→ 1 | 0 | -3
Cc1ccccc1CN1CCC(CNC(=O)c2ccn(C)c(=O)c2)C1 (stereo not given)
→ -12 | -7 | -1
Cc1ccc(C(=O)N(C)c2ccc(OS(=O)(=O)c3sc(=O)[nH]c3C)cc2)cc1
→ -3 | -9 | 0
O=C1NCCN(CC(c2ccccc2)c2ccccc2)C1CC(=O)N1CCOCC1 (stereo not given)
→ -9 | -9 | 11
Cc1noc2nc(-c3ccc(F)cc3)cc(C(=O)NC3=NCCS3)c12
→ -8 | -6 | 2
CCOc1ccc(CCCC(=O)N2CCCCC2CO)cc1C (stereo not given)
→ . | -8 | 20
O=C(c1ccc(COc2cccc(Br)c2)o1)N1CCC(N2CCCC2)C1 (stereo not given)
→ -12 | -5 | -6
COc1ccccc1C(C)NC(=O)C(C)N1CCN(CCO)CC1 (stereo not given)
→ . | -7 | 9
CN(CC1(c2ccccc2)CC1(C)C)C(=O)c1ccco1 (stereo not given)
→ . | -1 | 2
CC(=O)Nc1ccc(S(=O)(=O)NC[C@@H]2C=C(C)[C@H](CC(=O)NCCN(C)C)C[C@H]2C(C)C)cc1
→ -6 | -5 | 34
CCOC(=O)c1c(-c2ccccc2)c2cc([N+](=O)[O-])ccc2[nH]c1=O
→ -3 | -5 | -5
CCCc1cc(=O)n(CC(=O)N2CCN(c3ccccc3)CC2)c(-n2nc(C)cc2C)n1
→ -7 | -8 | -5
CN(Cc1cccc(C#N)c1)C(=O)c1cnc(OCC(F)(F)F)c(Cl)c1
→ . | -7 | -5
CSc1ccccc1NS(=O)(=O)c1ccc2ccccc2c1
→ . | -8 | 9
Cc1ncccc1C(=O)NNS(=O)(=O)c1ccccc1
→ . | -3 | 0
O=C(Nc1cccc(-c2cccc(-c3ccc(F)cc3F)n2)c1)C(Cl)Cl
→ -3 | -4 | 18
COC(=O)[C@@H]1CCCN1Cc1ccc2c(c1)CN(Cc1cc(OC)cc(OC)c1)CCO2
→ -12 | -9 | 22
Cc1ccccc1NC(=O)NCCNc1ccc(Nc2ccccn2)nn1
→ . | -7 | 17
COc1ccc(-c2cc(C(=O)N3CCN(C(=O)c4ccccc4OC)CC3)c(C)n2-c2ccccc2F)cc1
→ 1 | 8 | 8
Cc1ccc(-n2nc(-c3cccs3)cc2C(=O)O)cc1
→ . | -2 | 17
CCOC(=O)c1ccc2[nH]cc(C(=O)OCC)c(=O)c2c1
→ . | 0 | 5

# Part of the list above with just mcGAS lum and NPYLR7 ag.
canonical_smiles	mcGAS lum	NPYLR7 ag
COC(=O)[C@@H]1CCCN1Cc1ccc2c(c1)CN(Cc1cc(OC)cc(OC)c1)CCO2	-12	22
Cc1ccccc1NC(=O)NCCNc1ccc(Nc2ccccn2)nn1	.	17
COc1ccc(-c2cc(C(=O)N3CCN(C(=O)c4ccccc4OC)CC3)c(C)n2-c2ccccc2F)cc1	1	8
Cc1ccc(-n2nc(-c3cccs3)cc2C(=O)O)cc1	.	17
CCOC(=O)c1ccc2[nH]cc(C(=O)OCC)c(=O)c2c1	.	5

# Going on with the list.
# Fields: mcGAS lum | hcGAS inh | NPYLR7 ag
CCOc1c(Br)cc(Br)cc1CNCC(=O)N1CCCC1
→ -7 | -4 | -3
Cc1onc(-c2c(Cl)cccc2Cl)c1C(=O)Nc1ccccc1C(N)=O
→ -2 | -10 | 12
CC(c1ccccc1Cl)N(C1CC1)S(=O)(=O)c1cccc(F)c1 (stereo not given)
→ . | 13 | -1
CCCCCCCC(=O)NC(Cc1ccccc1)C(=O)Nc1nnc(-c2ccc(N(C)C)cc2)s1 (stereo not given)
→ -4 | -2 | -3
Cc1nc(C(N)=NOC(=O)c2sc3cccc(Cl)c3c2Cl)no1
→ . | 8 | -1
NC1=NC(=Nc2ccccc2F)c2ccccc21
→ . | -4 | 0
COc1ccc(CCNc2ccc(S(=O)(=O)c3ccccc3)nn2)cc1OC
→ -6 | 2 | .
CC(C)c1nnc(CCC(=O)N2CCCC2CC2CC3CCC2C3)o1 (stereo not given)
→ . | -7 | 6
O=C(CCC(=O)N1CCC2(CC1)OCc1cc(-c3ccc4[nH]ccc4c3)ccc1O2)c1ccc(F)cc1
→ -5 | 4 | -24
O=C(O)C1(O)CCN(c2ncnc3c2CCC3)CC1
→ -10 | -3 | 9
CCCc1[nH]n(-c2ccccc2)c(=O)c1C1=C(N2CCCCC2)C(=O)N(c2ccc(C)cc2)C1=O
→ -5 | -6 | 10
O=C(CNC(=O)C1CCc2ccccc21)Nc1ccc(F)c(F)c1 (stereo not given)
→ . | -2 | 0
N#Cc1ccc(C(=O)CSc2nc3ccccc3o2)cc1
→ . | -3 | 2
COc1ccc(CNc2ccc(C)cc2Br)c(OC)c1OC
→ . | -2 | -5
Cc1ccccc1Nc1c([N+](=O)[O-])ccc2c1=NC1(CCCCC1)N=2
→ -7 | -5 | 1
CC(=O)OC(OC(C)=O)C12C=CC(O1)C1C(=O)N(c3ccc(C)c(C)c3)C(=O)C12 (stereo not given)
→ . | 5 | -16
CCNCC1CC(c2ccc3c(c2)OCO3)=NO1 (stereo not given)
→ -7 | -5 | 3
O=C(CSc1nc2c(cnn2CCO)c(=O)[nH]1)N1N=C(c2cccs2)CC1c1ccc(F)cc1 (stereo not given)
→ . | -5 | 4
Cc1ccc(-c2onc3c2CCCC3)cc1NC(=O)c1cccc(OC(F)(F)F)c1
→ -3 | 0 | 7
Cc1ccc(F)c(Oc2cc(N3CCN(C(=O)CC(C)C)C(C)C3)ncn2)c1 (stereo not given)
→ -9 | -5 | -12
O=C(NCC1CCCO1)c1nn(-c2ccc(Cl)cc2)c(=O)n(Cc2cccnc2)c1=O (stereo not given)
→ -4 | -2 | .
CCN(c1ccsc1C(=O)N1CCC(C)CC1)S(=O)(=O)c1ccccc1
→ -5 | -4 | -5
Cc1ccc(CN(CCc2c[nH]c3ccccc23)C(=O)CN(C(=O)NCc2ccccc2)C2CC2)cc1
→ -4 | -5 | 24
COc1ccc2oc(=O)c(-c3nnc(Nc4ccc(F)cc4F)s3)cc2c1
→ -7 | -2 | -8
CNCC(=O)NCc1noc(-c2ccc3c(c2)OCO3)n1
→ 3 | -5 | -1
CN(C)C(Cn1ccnc1-c1nc2c(s1)CCCC2)c1ccccn1 (stereo not given)
→ . | -7 | 1
CC(=O)N1CCN(C(=O)C2C3CC4CC(C3)CC2C4)CC1 (stereo not given)
→ . | -3 | -2
CN1C(=O)c2cc(NS(C)(=O)=O)ccc2Oc2ccccc21
→ . | -7 | 8
O=C(CSc1nnc(-c2cccs2)n1C1CC1)N1CCCC2CCCCC21 (stereo not given)
→ . | 2 | -5
COCCCNC(=O)c1cnc2c(-c3ccc4c(c3)OCO4)cnn2c1C
→ -8 | -18 | 10
Cc1cc(C)nc(-n2ncc3c2CCCC3=O)n1
→ . | -6 | 12
CCC(C)c1ccc(OCCOc2ccc(C=C3C(=O)NC(=S)NC3=O)cc2)cc1 (stereo not given)
→ 0 | -6 | -4
Cn1cc(N)cc1C(=O)N1CCC(c2cc(Cc3ccccc3)[nH]n2)CC1
→ . | -6 | 8
CCn1nc(C)c(CN2CCC(C3CCNC3)CC2)c1C (stereo not given)
→ -7 | -9 | .
Cc1ccccc1C(=O)N1C(C(=O)NCc2ccncc2)COC12CCN(C(=O)c1ccccc1Cl)CC2 (stereo not given)
→ -3 | -2 | 2
O=C(O)[C@H]1C[C@@H](O)CCN1Cc1ccc2cccc(Cl)c2n1
→ . | -3 | -1
COc1ccc(-c2n[nH]c(CNS(=O)(=O)N3CCCC(C)C3)n2)cc1 (stereo not given)
→ . | -5 | 12
COc1ccc(CCN(Cc2ccc(C)s2)C(=O)CNC2CCCCC2)cc1OC
→ -6 | -5 | -8
COc1ccc(C2c3cccn3CCCN2Cc2ccsc2)c(OC)c1OC (stereo not given)
→ -2 | 1 | -4
O=C(c1cc(Cl)c2c(c1)OCO2)N1CCCc2cc(OC(F)F)ccc21
→ -4 | 7 | 0
Cc1cc(C(F)F)n2nc(C(=O)Nc3c(C)nn(Cc4ccc(Cl)cc4)c3C)nc2n1
→ . | -6 | -4
CCOc1ccccc1NC(=O)N(Cc1ccc(OC)c(OS(=O)(=O)CC)c1)C(C)C
→ -5 | -4 | 18
COc1cn(CC(=O)NCc2ccco2)c(CSc2nncn2C)cc1=O
→ -7 | -4 | -5
O=C(O)CCc1nnc(SCc2cccc(Cl)c2)[nH]c1=O
→ . | -1 | 15
CCOC(=O)c1nc2cc(Cl)c(Cl)cc2nc1N1CCN(C(=O)c2oc3ccccc3c2C)CC1
→ -9 | -6 | 7
Nc1nc(-c2ccc(I)cc2)cs1
→ -3 | -8 | 6
CN(C1CCCCC1)S(=O)(=O)c1ccc(NS(=O)(=O)c2cc(F)ccc2F)cc1
→ -14 | -2 | -1
CC1CCN(c2ccc(NC(=O)C(C)Cl)cc2C(=O)NCc2ccc(F)cc2)CC1 (stereo not given)
→ -4 | -6 | .
Cc1occc1C(=O)N(C)C(c1cccnc1)c1ccc(F)cc1F (stereo not given)
→ . | -6 | 6
Cc1cccn2c(=O)c3cc(C(=O)N4CCC5(CC4)OCCO5)sc3nc12
→ . | -3 | 2
Cc1cc(=O)[nH]c(-n2ncc(C(=O)NC3CC3)c2C)n1
→ . | 0 | 4

# From PubChem BioAssay
